TDP1 inh = qHTS Assay for Inhibitors of Tyrosyl-DNA Phosphodiesterase (TDP1) | 350,000 compounds, 0.28% hits | Potency, µM (highest dose often 130 µM), for inactives: top-dose activity change, negative = inhibition, actives largely listed as inhibitors | Tyrosyl-DNA phosphodiesterase 1 (Homo sapiens), Q9NUW8 | recombinant TDP1, AlphaScreen DNA substrate cleavage; note: nearly all actives have a fitted effect of over 40% in size
Target sequence (Q9NUW8 whole entry, looked up): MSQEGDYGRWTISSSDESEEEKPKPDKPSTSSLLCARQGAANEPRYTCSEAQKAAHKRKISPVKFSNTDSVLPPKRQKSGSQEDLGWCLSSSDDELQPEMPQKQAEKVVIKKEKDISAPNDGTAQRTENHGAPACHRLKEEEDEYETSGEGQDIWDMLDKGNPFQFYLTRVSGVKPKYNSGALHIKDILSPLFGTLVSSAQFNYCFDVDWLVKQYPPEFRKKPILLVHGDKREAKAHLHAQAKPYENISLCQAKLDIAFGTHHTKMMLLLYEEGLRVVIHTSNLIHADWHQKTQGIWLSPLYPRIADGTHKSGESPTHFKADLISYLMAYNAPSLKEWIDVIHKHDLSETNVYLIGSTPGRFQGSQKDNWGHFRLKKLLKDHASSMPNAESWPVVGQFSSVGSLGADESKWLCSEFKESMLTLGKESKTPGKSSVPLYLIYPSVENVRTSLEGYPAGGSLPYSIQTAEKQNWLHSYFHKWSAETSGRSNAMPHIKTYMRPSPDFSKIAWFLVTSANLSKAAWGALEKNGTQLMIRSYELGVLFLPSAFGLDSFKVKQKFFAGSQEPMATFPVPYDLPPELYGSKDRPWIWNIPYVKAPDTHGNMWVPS
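E. coli-derived human Tdp1, 1 nM final. Cpd preinc 15 min RT; substrate 15 nM final, 5 min RT; AS bead mix 10 ug/ml final, 10 min RT. Signal loss = tyrosine-FITC cleavage. No-enzyme wells = max signal.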
DT40 TDP1 no CPT = qHTS for Inhibitors of human tyrosyl-DNA phosphodiesterase 1 (TDP1): qHTS in cells in absence of CPT. Potency, µM (highest dose often 46.2 µM), for inactives: top-dose activity change, negative = growth inhibition, usual class: inhibitors. DT40 Tdp1-/- hTDP1 cells, no CPT, ATP luminescence, 48 h. 420,000 compounds, 15% hits; note: nearly all actives have a fitted effect of over 55% in size
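Chicken DT40 Tdp1-/- cells stably complemented with human TDP1 were seeded at 400 cells/well with DMSO in place of 20 nM camptothecin. After compound pinning, cells grew at least 48 hr at 37 °C; viability read by CellTiter-Glo luminescence.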
TDP1 cell CPT = qHTS for Inhibitors of human tyrosyl-DNA phosphodiesterase 1 (TDP1): qHTS in cells in presence of CPT. chicken DT40 Tdp1-/-;hTDP1 cells + 20 nM CPT, ATP luminescence, 48 h. Potency, µM (series often up to 46.2 µM), for the others: at the highest dose activity change, negative = growth inhibition, usual class: inhibitors. 420,000 compounds, 12% hits. AID 686979, 2013; note: nearly all actives have a fitted effect of over 55% in size
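Chicken DT40 Tdp1-/- cells complemented with human TDP1, 400 cells/well, exposed to compounds plus 20 nM camptothecin for at least 48 h at 37 C; viability read as ATP content by CellTiter-Glo luminescence.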
The depositor's hits bear a star; ? = inconclusive; nt = no result given; [ ] = remark or other dose. Calls come from the whole dose curve; as a rule, active = well fitted curve in the direction sought with a large enough effect; inconclusive = small, poorly fitted or top-dose-only effect, or another doubt; inactive = no such curve, though single readings can be large; an effect the other way counts as inactive or inconclusive. % is set by controls: 0 for no effect and ±100 for the full control effect; potency is the fitted concentration of half-maximal effect.

smiles,DT40 TDP1 no CPT,TDP1 cell CPT,TDP1 inh
O=C(c1ccc(C(F)(F)F)cc1)N1CCC(c2nc(-c3ccc(S(=O)(=O)N4CCCC4)cc3)no2)CC1,18µM*,21µM*,0%
COc1ccccc1-c1cc(C(F)(F)F)nc(S(=O)(=O)CCCC(=O)NCc2ccc(F)cc2)n1,4.1µM*,2.9µM*,0%
CC(=O)N1CCN(C(=O)c2cc(S(=O)(=O)N3CCN(c4ccccc4)CC3)ccc2Cl)CC1,10µM*,?,0%
Cc1ccc(NC(=O)Cn2ccc([N+](=O)[O-])n2)cc1C,5%,6%,0%
COCc1nc2ccccc2n1Cc1ccc(Br)cc1,?,-21%,0%
CC(C)C[C@@H](CNCC(=O)[C@H](Cc1c[nH]c2ccccc12)NC(=O)c1[nH]cnc1C(=O)N[C@@H](C)CN)NC(=O)c1nc[nH]c1C(=O)N[C@@H](Cc1ccccc1)C(=O)O,1%,5%,nt
CN(CCCC(=O)NC1CC(C)(C)NC(C)(C)C1)S(=O)(=O)c1ccc([N+](=O)[O-])cc1,-27%,-12%,-5%
Cc1cccc(NC(=O)CN2CCOCC2)c1C,0%,13%,nt
CC1(OC(=O)CCc2ccccc2)C(=O)C=C2C=C(c3ccc(C#N)cc3)N(C3CC3)C=C2C1=O (centres undefined),?,-28%,15%[12.3 µM]
CC(=O)Nc1ccccc1OCC(=O)NCC(F)(F)F,1%,1%,-13%
O=C1NCC2=C1C(c1ccccc1)Nc1ccccc1N2 (centres undefined),-8%,1%,2%
O=C(O)c1ccc(/C=N/O)cc1,4%,-7%,-3%
O=C(Cc1ccc(F)cc1)N1CCC2(CC1)NCCc1[nH]cnc12,8%,14%,2%
CC(C)Cn1c(SCC(=O)Nc2cccc(S(N)(=O)=O)c2)nc2ccccc2c1=O,-22%,-25%,5%
CCC(CC)NC(=O)c1cccc(Oc2ccccc2)c1,?,-12%,0%
CN(C)S(=O)(=O)c1cccc(NC(=O)CCc2nc3sc4c(c3c(=O)[nH]2)CCCC4)c1,?,16µM*,1%
O=C(CN1N=C(c2ccccc2)CCC1=O)NCc1ccccc1,-3%,16%,3%
O=C(Nc1ccc(CN2CCOCC2)cc1)c1cccc(-c2cc3ccccc3oc2=O)c1,?,16µM*,5%
CCCCSc1nn[nH]n1,-3%,-17%,3%
O=C(c1ccc(Cl)nc1)N1CCc2ccccc2C1,-19%,-20%,-1%

Ordered by number of heavy atoms (ascending): part of the list above
smiles,DT40 TDP1 no CPT,TDP1 cell CPT,TDP1 inh
CCC(CC)NC(=O)c1cccc(Oc2ccccc2)c1,?,-12%,0%
O=C(CN1N=C(c2ccccc2)CCC1=O)NCc1ccccc1,-3%,16%,3%
CC(C)Cn1c(SCC(=O)Nc2cccc(S(N)(=O)=O)c2)nc2ccccc2c1=O,-22%,-25%,5%
CN(C)S(=O)(=O)c1cccc(NC(=O)CCc2nc3sc4c(c3c(=O)[nH]2)CCCC4)c1,?,16µM*,1%
O=C(Nc1ccc(CN2CCOCC2)cc1)c1cccc(-c2cc3ccccc3oc2=O)c1,?,16µM*,5%
CC(C)C[C@@H](CNCC(=O)[C@H](Cc1c[nH]c2ccccc12)NC(=O)c1[nH]cnc1C(=O)N[C@@H](C)CN)NC(=O)c1nc[nH]c1C(=O)N[C@@H](Cc1ccccc1)C(=O)O,1%,5%,nt

Other entries:
smiles,DT40 TDP1 no CPT,TDP1 cell CPT,TDP1 inh
Cc1cccc(-n2ncc3c(N4CCOCC4)ncnc32)c1,?,?,5%
CCc1ccc(-n2nc(CO)c(C(=O)NCC(c3ccccc3)c3ccccc3)n2)cc1,1%,-15%,-2%
N#Cc1ccccc1NC(=O)CSc1n[nH]c(-c2ccco2)n1,3%,-9%,2%
O=C(Oc1nsnc1N1CCOCC1)c1ccccc1,-3%,-29%,1%
CCCOC(=O)CN1C(=O)c2ccccc2C1=O,-3%,-13%,6%
COC(=O)c1c(C)sc(-c2c(-c3cccc(OC)c3)[nH]c3c2c(=O)[nH]c(=O)n3C)c1O,-26%,-3%,2%
CSc1sc(C(=O)NNC(C)=O)c2c1C=CCC2,?,-30%,3%
Cc1sc2ncnc(OCc3nnc(-c4cccs4)o3)c2c1C,?,-16%,5%
O=c1cc(CSc2nnc(COc3ccccc3Cl)o2)nc2sccn12,-30%,-21%,-8%
Cc1ccc(-c2nc3ncccn3c2NC2CCCCC2)o1,?,?,5%
CCCCC(CC)C(=O)Nc1ccc(C#N)cc1 (centres undefined),?,?,3%
CCOc1ccccc1N(C(=O)c1snc(C(N)=O)c1N)C(CC)C(=O)NC1CCCC1 (centres undefined),0%,?,10%
CCOC(=O)c1c(C)n(CC(O)CN(CC)CC)c2cc(Br)c(OC)cc12 (centres undefined),4%,-6%,3%
Cc1ccc(OCc2nnc(-c3ccccc3)o2)cc1,-13%,-3%,-6%
CCN1C(=O)/C(=C\N2CCN(c3cccc(Cl)c3)CC2)SC1=S,16µM*,-26%,4%
Cc1cc(C)c2nc(C(F)(F)F)nc(NCCCN3CCOCC3)c2c1,?,?,-1%
COc1ccccc1NC(=O)c1ccccc1N(Cc1ccccc1)S(C)(=O)=O,?,?,nt
Nc1nccc(N2CCCCC2)n1,?,-6%,nt
NC(=O)C1CCN(c2nc3ccccc3nc2NS(=O)(=O)c2ccc(Br)cc2)CC1,-10%,2%,2%
CCCN(CC(=O)Nc1ccccc1C)C(=O)c1cccc(S(=O)(=O)N2CCc3ccccc3C2)c1,?,?,3%
OC1(c2ccc3c(c2)CN(Cc2nccs2)CCO3)CCN(c2ccccc2F)CC1,?,?,nt
COCCNC(=S)Nc1ccc(S(=O)(=O)Nc2cnc3ccccc3n2)cc1,-16%,-18%,0%
CC(=O)N1c2c(cc(Br)cc2S(=O)(=O)NCc2cccnc2)CC1C (centres undefined),-21%,1%,0%
COc1ccc(OC)c(/C=N/NC(=O)CCCC(=O)Nc2cccc(Br)c2)c1,-27%,-6%,7%
CCOC(=O)N1CCC(N(CCN(C)C)C(=S)Nc2ccccc2OC)CC1,1%,-4%,0%
CC(C)Oc1cccc(C(=O)Nc2ccccc2N2CCOCC2)c1,?,-61%,-5%
CSc1nc2ccsc2c(=O)n1-c1cccnc1,9%,20%,0%
CC(C)C(=O)N/N=C/c1ccc(OCc2ccccc2)cc1,?,-12%,-2%
CCOC(=O)c1c(NC(C)=O)c2c3c(sc2n1Cc1nc(-c2ccccc2C)oc1C)CCCC3,-17%,0%,4%
CCCCOc1ccc(-c2nnn(C(C)C(=O)OCC)n2)cc1 (centres undefined),-7%,-17%,-3%
CC(=O)c1c(NC(=O)c2ccccc2)[nH]c(-c2ccccc2)nc1=S,23µM*,?,1%
COc1ccc(S(=O)(=O)NC2CCCC2)cc1Cl,7%,18%,2%
CCCc1nc2c(C)cc(Br)cn2c1Cc1cccc(F)c1,?,?,nt
CC(=O)N=C1SC2CS(=O)(=O)CC2N1c1cccc(Cl)c1Cl (centres undefined),-9%,0%,-4%
O=C(CCCN1C(=O)c2ccccc2C1=O)Nc1cccc(S(=O)(=O)NC2=NCCC2)c1,-4%,6%,-3%
CC(C)C(=O)N1CCN(c2ccc(NC(=O)c3ccc4c(c3)OCCO4)cc2)CC1,1%,4%,-8%
Cc1nn(C(=O)c2ccccc2F)c(C)c1S(=O)(=O)N1CCCCCC1,-15%,0%,-5%
CCN1CCN(c2cc(C)c3cc(NC(=O)CCC(=O)N4CCN(c5ccccc5)CC4)ccc3n2)CC1,?,?,-15%
COc1ccccc1OCCC(=O)OCC(=O)c1c(N)n(C)c(=O)n(C)c1=O,-22%,-11%,-8%
COc1ccc(Cc2nc(-c3ccc(Br)o3)no2)cc1OC,-15%,1%,4%
Cc1ccc(-c2nc3ccccc3c(=O)n2NC(=O)c2cccs2)cc1,?,1%,5%
C=CCC1Cc2c(cccc2[N+](=O)[O-])C(CC=C)N1 (centres undefined),7%,7%,0%
CCC(C)[C@H]1CNCCN1CC1(c2ccccc2)CC1 (some centres undefined),18µM*,21µM*,-4%
CN1CCC(=NNC(=O)C(=O)Nc2ccc(F)cc2)CC1,-6%,3%,0%
COC(=O)c1ccccc1Sc1c(/C=N/OCc2ccc(Cl)cc2)c(C(F)(F)F)nn1C,21µM*,?,2%
O=C(O)c1ccccc1C(=O)NNc1ccc(Cl)cc1,0%,8%,8%
NNC(=O)CN1C(c2ccccc2Br)=Nc2ccc(Br)cc2C1c1ccccc1 (centres undefined),16µM*,?,5%
CC1CCN2c3ccccc3CC3(C(=O)OC(C)(C)OC3=O)C2C1 (centres undefined),10µM*,?,2%
O=C(NCCc1c[nH]c2ccccc12)c1ccc([N+](=O)[O-])o1,23µM*,15µM*,nt
COc1ccc(N(CC(=O)N/N=C/c2ccco2)S(=O)(=O)c2ccccc2)cc1,-9%,-25%,-11%
COc1ccc(CCNC(=O)C(NS(=O)(=O)c2cccc3nsnc23)C(C)C)cc1OC (centres undefined),5%,-12%,2%
CC(c1ccco1)N(C(=O)Nc1ccc(Cl)cc1)c1ccccn1 (centres undefined),?,-7%,2%
C/C(=N\NC1=NCCN1)c1ccc(N)c([N+](=O)[O-])c1,?,-27%,nt
Cn1nccc1C(=O)NC(=S)Nc1cc(Cl)cc(Cl)c1,-24%,1%,nt
CC(=O)Nc1sc(C)c(C)c1C(=O)Nc1ccc(C)cc1,-19%,-1%,4%
CCN1C(=O)c2cccc3c(N)ccc(c23)C1=O,?,-1%,nt
CCOC(=O)CSc1nc(=O)n2ccccc2n1,16%,21%,-5%
Cc1ccc(C(=O)NCC(=O)NCCc2ccc(S(N)(=O)=O)cc2)s1,2%,1%,-9%
CC(C)CC1=NN(C(=O)c2ccco2)C(O)(C(F)(F)F)C1 (centres undefined),?,-17%,0%
Cc1cn([C@H]2C[C@H](O)[C@@H](/C=C/C(=O)NCCc3ccc4ccccc4c3)O2)c(=O)[nH]c1=O,-2%,-1%,nt

The list continues.
smiles,DT40 TDP1 no CPT,TDP1 cell CPT,TDP1 inh
O=C(c1ccc(N2CCOCC2)c([N+](=O)[O-])c1)N1CCN(Cc2ccccc2)CC1,?,-29%,nt
COc1ccc(CNC(=O)NCc2ccc(OC)c(OC)c2)cc1OC,-6%,-10%,0%
COc1ccc(N=CC2=C(O)c3ccccc3C2=O)cc1,-28%,?,4%
COc1ccc(CN(C)C(=O)COC(=O)c2c(C)nn(-c3ccc(F)cc3)c2Cl)cc1,?,?,-3%
O=C(NCc1ccccn1)c1cc2n(n1)C(C(F)(F)F)CC(c1ccco1)N2 (centres undefined),?,1%,9%
COc1ccccc1C(=O)Nc1ccc(NC(=O)c2cccs2)cc1,?,?,0%[12.3 µM]
CC(C)(C)NC(=O)C(c1ccccc1)N(Cc1ccco1)C(=O)c1csnn1 (centres undefined),-5%,-12%,3%
CCC(=O)Nc1ccc(-c2nnc(SCc3ccc(C(=O)Nc4nccs4)cc3)n2CC)cc1,?,?,-6%
COc1ccc(CN2CCN(C(=O)c3cc(OC)c(OC)c(OC)c3)CC2)cc1OC,-16%,-3%,-5%
O=C(NNC(=S)NCc1ccccc1)c1ccccc1OC(F)F,-15%,0%,-8%
C=COC(=O)c1sc2nc(C)cc(C)c2c1N,-20%,2%,7%
Cc1ccc(C(C(=O)NC2CCCC2)N(CCCO)C(=O)Cn2nnc(-c3ccc(C)o3)n2)cc1 (centres undefined),-26%,-15%,nt
CCO/N=C(\N)c1[nH]ncc1Br,2%,9%,-2%
CCC(=O)OC1(C(C)=O)CCC2C3CCC4=CC(=O)CCC4(C)C3CCC21C (centres undefined),23µM*,-98%,nt
Cc1cccc(C)c1NC(=O)C1(C)CSCC(=O)N1Cc1ccco1 (centres undefined),22%,4%,nt

Source: PubChem BioAssay (National Center for Advancing Translational Sciences (NCATS))
